Compound activity as filed in PubChem BioAssay.
Rv3671c protease = inhibitors of M. tuberculosis serine protease Rv3671c; P9WHR9; inhibition, % at 5.96 µM; actives 0.048% (n = 320,000); AID 2606; in the data active = inhibition above about 38%;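 note: extracellular domain of Rv3671c used as enzyme; 0% = enzyme with DMSO and 100% = no enzyme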
Target sequence (P9WHR9 whole entry, looked up, the tested form may be a part): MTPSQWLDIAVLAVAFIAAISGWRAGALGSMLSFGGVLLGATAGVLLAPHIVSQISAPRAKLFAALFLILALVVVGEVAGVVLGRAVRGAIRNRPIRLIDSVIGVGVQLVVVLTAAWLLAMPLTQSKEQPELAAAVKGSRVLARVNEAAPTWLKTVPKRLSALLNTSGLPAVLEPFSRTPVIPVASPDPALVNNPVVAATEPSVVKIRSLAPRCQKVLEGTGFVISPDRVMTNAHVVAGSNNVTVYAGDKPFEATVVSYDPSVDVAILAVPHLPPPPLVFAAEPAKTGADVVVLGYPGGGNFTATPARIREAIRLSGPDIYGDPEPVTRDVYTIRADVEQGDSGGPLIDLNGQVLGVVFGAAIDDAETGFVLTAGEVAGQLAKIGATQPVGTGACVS
Mtb UGM inh = inhibitors of M. tuberculosis UDP-galactopyranose mutase; P9WIQ1; purified UGM, fluorescence polarization probe displacement; inhibition, % at 10 µM; actives 0.06% (n = 320,000); AID 504406; in the data active = inhibition above about 10%, passing the limit was not always enough
Target sequence (P9WIQ1 whole entry, looked up): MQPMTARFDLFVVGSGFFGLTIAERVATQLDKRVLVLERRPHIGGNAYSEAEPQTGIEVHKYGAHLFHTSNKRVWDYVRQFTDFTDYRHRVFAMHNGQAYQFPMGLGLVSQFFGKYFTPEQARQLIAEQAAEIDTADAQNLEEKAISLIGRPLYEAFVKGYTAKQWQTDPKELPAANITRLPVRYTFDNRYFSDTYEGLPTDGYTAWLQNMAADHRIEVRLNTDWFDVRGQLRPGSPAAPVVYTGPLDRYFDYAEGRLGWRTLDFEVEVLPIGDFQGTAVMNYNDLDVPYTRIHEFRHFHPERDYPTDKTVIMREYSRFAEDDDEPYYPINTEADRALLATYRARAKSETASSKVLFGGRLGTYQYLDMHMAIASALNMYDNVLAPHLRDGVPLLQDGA
BH1578 lux ind = induces V. cholerae light production without autoinducers. actives 0.16% (n = 350,000). V. cholerae BH1578 lux reporter, luminescence, 6 h. activation, % at 18.7 µM. AID 588436; in the data active = activation mostly above about 9.7%, no sharp cut-off; note: not every result past the cut was called active; inactives centre near 0; reference of the scale not given here
GDH-TPI counter = counter-screen for M. tuberculosis FBA inhibitors: GDH-TPI coupled enzymes; GDH-TPI coupled enzyme counterscreen, NADH absorbance; inhibition, % at 4.8 µM; actives 1.2% (n = 360,000); AID 588335; in the data active = inhibition above about 30%;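 note: 0% = DMSO wells and 100% = wells lacking the enzyme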
Mtb FBA inh = Mtb fructose-bisphosphate aldolase inhibition. purified M. tuberculosis FBA, fluorescence read-out. inhibition, % at 1 µM. actives 2.3% (n = 360,000). AID 588726; in the data active = inhibition above about 27%;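 note: 0% = vehicle and 100% = reference inhibitor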
3CLpro inhibitor = SARS-CoV 3CLpro protease inhibition | inhibition, % at 6 µM | P0C6X7 | AID 1706 | actives 0.14% (n = 290,000) | recombinant SARS-CoV 3CLpro, quenched FRET peptide cleavage; in the data active = inhibition above about 12%
VHR inh abs = DUSP3 (human) phosphatase inhibition | P51452 | recombinant VHR phosphatase, pNPP absorbance | inhibition, % at 13.3 µM | actives 0.52% (n = 290,000) | AID 1654; in the data active = inhibition above about 50%; note: some compounds called inactive have numbers as strong as hits
Target sequence (P51452 whole entry, looked up): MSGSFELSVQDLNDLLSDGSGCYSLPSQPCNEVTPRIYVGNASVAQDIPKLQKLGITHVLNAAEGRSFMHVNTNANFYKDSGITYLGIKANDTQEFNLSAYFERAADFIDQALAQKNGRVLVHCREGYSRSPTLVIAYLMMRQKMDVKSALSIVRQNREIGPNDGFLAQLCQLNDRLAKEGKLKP
BioA inh = BioA (M. tuberculosis) enzyme inhibition; purified M. tuberculosis BioA enzyme, plate reader; inhibition, % at 9.99 µM; actives 0.096% (n = 360,000); AID 602481; in the data active = inhibition above about 40%
PriA SSB inh = inhibitors of Klebsiella pneumoniae PriA binding to SSB C-terminal tail | actives 0.6% (n = 430,000) | AlphaScreen SSBct-PriA binding, biotinylated peptide | inhibition, % at 33 µM; in the data active = inhibition mostly above about 37%, no sharp cut-off; inactive = mostly below about 20%;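 note: plate controls were negative control peptide for no effect and reference peptide for full effect; strong numbers were not always called active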
MazF activator = activators of E. coli MazEF toxin-antitoxin RNase | FAM/BHQ RNA-DNA oligo cleavage fluorescence, 5 h | P0AE70 | activation, % at 20 µM | actives 0.32% (n = 350,000); in the data active = activation above about 50%
An asterisk follows results filed as active; i = inactive; . = no result given; & = joins results of further samples. Not all compounds are listed; the hit share may differ from the screen's.

A first look:
SMILES	Rv3671c protease	Mtb UGM inh	BH1578 lux ind	GDH-TPI counter	Mtb FBA inh	3CLpro inhibitor	VHR inh abs	BioA inh	PriA SSB inh	MazF activator
C=CCOc1ccccc1CN1CCCC(CCC(=O)N(C)CCc2ccccn2)C1 (configuration not stated)	1	1.0	i	-2	-2	2	22	-0.6	5	7
O=C(CSc1nnc(N2CCCC2)n1-c1cccc(Cl)c1)N1CCN(c2ccccn2)CC1	.	.	4.0	3	0	.	.	2.2	.	3
COc1ccc(C(C)=O)cc1COC(=O)CCCN1C(=O)c2ccccc2C1=O	-1	0.8	-0.3	2	-2	-2	10	0.6	-2	4
COC(=O)c1ccc(C2Nc3ccc(/C(C)=N/NC(=O)C(OC)c4ccccc4)cc3C3C=CCC32)cc1 (configuration not stated)	-3	-0.3	-0.4	10	-5	-1	15	-0.9	.	0
Cc1cnn(C2CCN(C)CC2)c1N	11	0.5	-2.2	7	-1	1	-15	-0.6	-11	-2

The listing, previewed entries included:
SMILES	Rv3671c protease	Mtb UGM inh	BH1578 lux ind	GDH-TPI counter	Mtb FBA inh	3CLpro inhibitor	VHR inh abs	BioA inh	PriA SSB inh	MazF activator
C=CCOc1ccccc1CN1CCCC(CCC(=O)N(C)CCc2ccccn2)C1 (configuration not stated)	1	1.0	i	-2	-2	2	22	-0.6	5	7
O=C(CSc1nnc(N2CCCC2)n1-c1cccc(Cl)c1)N1CCN(c2ccccn2)CC1	.	.	4.0	3	0	.	.	2.2	.	3
COc1ccc(C(C)=O)cc1COC(=O)CCCN1C(=O)c2ccccc2C1=O	-1	0.8	-0.3	2	-2	-2	10	0.6	-2	4
COC(=O)c1ccc(C2Nc3ccc(/C(C)=N/NC(=O)C(OC)c4ccccc4)cc3C3C=CCC32)cc1 (configuration not stated)	-3	-0.3	-0.4	10	-5	-1	15	-0.9	.	0
Cc1cnn(C2CCN(C)CC2)c1N	11	0.5	-2.2	7	-1	1	-15	-0.6	-11	-2
COc1ccc([N+](=O)[O-])cc1NC(=O)C(C)Sc1nc(-c2ccccc2)cs1 (configuration not stated)	-14	-0.4	i	11	0	0	1	.	2	-1
CC1=Nc2ccc(C)cc2/C1=C/c1c(N)n2oc(C)cc2nc1=O	-51&-50	3.3&3.7	i	9&5	0&-1	0&5	0&12	-2.3	.	-19&-41
CCc1noc(C)c1C(=O)OCC(=O)c1ccc(OC)c(OC)c1	-11	-1.4	0.5	12	-3	.	.	1.6	-2	-1
Cn1c(O)c(C=NCCN2CCNCC2)c(=O)[nH]c1=O	2	0.8	i	-1	2	4	21	-0.7	-8	-4
CCNC(=O)c1cc(S(=O)(=O)N(C)C)c(Cl)cc1Cl	-3	-1.4	-1.8	9	1	5	16	.	-30	5
O=C1c2ccccc2C(=O)C12Cc1ccccc1N1CCN(c3ccccc3)CC12 (configuration not stated)	.	.	-0.3	8	0	1	-8	0.2	4	5
Cc1cnc(C(=O)OC(C)C(=O)NCc2ccccc2)cn1 (configuration not stated)	5	2.1	i	7	0	.	.	0.4	-3	5
N#Cc1cc2cc3c(cc2nc1SCC(=O)N1CCCC1)OCCO3	8	-2.3	-0.4	6	3	-3	6	.	-16	1
CCOC(=O)c1nn(-c2ccc(F)cc2)c(=O)c2c(N)scc12	-8	1.2	-0.5	1	-5	5	29	1.8	1	-2
CC(=O)Nc1ccc(S(=O)(=O)NCCC(=O)OC(C)C(=O)NC2(C#N)CCCCC2)cc1 (configuration not stated)	-1	.	-0.8	1	3	.	.	-1.1	0	7
COc1ccc2nc(SCC(=O)NN)cc(C)c2c1	-13	-1.4	.	2	0	-1	14	0.3	-22	-2
CCOC(=O)[C@H]1[C@H]2COc3ccc(Br)cc3[C@@H]2N2C(=O)CN(CC3CCCO3)C(=O)[C@@]12C (some centres not stated)	0	0.3	i	-7	0	.	.	-2.3	-40	3
CCOC(=O)c1cnc2c(-c3ccccc3)c(C)nn2c1N	2	-1.9	-0.2	6	0	5	21	-2.4	2&-6	5
O=C(Cn1cnc2cc([N+](=O)[O-])ccc2c1=O)Nc1cccc(S(=O)(=O)N2CCOCC2)c1	2	-4.5	-0.3	1	1	-2	22	.	1	14
COCCNC(=O)c1c(N)sc2c1CCCC2	-8	2.3	.	.	.	0	18	.	-1	.
COc1ccc(NP2(=O)OCC(C)(N)CO2)cc1 (configuration not stated)	.	.	-1.0	-3	0	.	.	.	-1	12
CCc1nc2ccc(C(=O)Nc3ccc(OC)c(OC)c3)cn2c1N(CC)Cc1ccc(OC)c(OC)c1	.	.	-0.6	-2	-1	.	.	-0.3	.	.
COc1ccc(S(=O)(=O)Cc2ccccc2)cc1N	1	0.6	i	6	5	1	30	-1.7	-8	-4
CCOC(=O)C1(CCOc2ccccc2)CCN(Cc2cccc(OC)c2O)CC1	3	1.5	-0.4	-13	3	-6	1	2.0	2	-1
OCC1(Cc2cccc(C(F)(F)F)c2)CCN(Cc2cc3ccccc3o2)CC1	-3	-0.3	-0.2	4	-1	0	34	.	-4	-6
SMILES	Rv3671c protease	Mtb UGM inh	BH1578 lux ind	GDH-TPI counter	Mtb FBA inh	3CLpro inhibitor	VHR inh abs	BioA inh	PriA SSB inh	MazF activator
CCOCCCNCc1cc(Cl)cc(Cl)c1OCC	3	-0.8	i	2	0	0	5	.	-3	-3
COc1ccc(Cn2nnnc2CN(CCCN2CCOCC2)Cc2cc3cc(OC)ccc3[nH]c2=O)cc1	3	.	i	1	10	-3	20	.	20	10
CC(C)Cc1nnc(NC(=O)c2cccc(S(=O)(=O)N3CCN(C)CC3)c2)s1	-6	4.1	i	12	1	.	.	-2.7	-17	3
O=C(Cn1ncc2c(=O)oc3ccccc3c21)N1CCN(c2ccccn2)CC1	0	2.0	-0.5	-7	7	-5	32	0.7	0	-4
COCCNC(=O)COC(=O)C1=Cc2ccccc2OC1	-1	-1.1	i	-1	0	1	8	0.5	-9	-6
CCO[C@H]1OC(C(=O)N2CCCCCCC2)=C[C@@H](c2csc3ccccc23)[C@@H]1CCCO	-1	-0.9	i	-4	0	-1	39	1.5	-7	4
COc1ccccc1C(=O)Nc1ccc(C)cc1C(=O)c1ccccc1	-2	-1.8	-0.4	8	2	3	-22	.	-6	0
Cc1cc(S(=O)(=O)Nc2ccc3c(c2)n(C)c(=O)n3C)ccc1F	-8	1.9	0.7	2	-1	-5	12	.	3	4
CN(C)C(=O)N1CCC(C(=O)NCc2ccc(F)cc2Cl)CC1	-9	-0.7	0.9	-4	-2	2	11	1.4	-5	10
Cc1cc(C)c(C(=O)CSc2nnc(C)s2)c(C)c1	-3	1.9	-0.2	1	-3	0	-3	2.2	5	-7
O=c1c2ccccc2c(-c2ccccc2)nn1Cc1ccccc1	-1	-1.2	-0.2	0	3	6	-7	.	-12	7
CCOCCCNC(=O)C1CCN(S(=O)(=O)c2ccc(C)cc2)CC1	4	-11	i	-9	1	-2	9	-1.0	-10	0
CCNC(=O)C(C)NC(=O)C1=NN(c2ccccc2)C(=O)CC1 (configuration not stated)	-8	1.5	-0.5	-4	-10	-3	32	-1.6	-6	1
O=C(OC1CCOC1=O)c1cccc(S(=O)(=O)Nc2cccc(Cl)c2)c1 (configuration not stated)	1	0.1	-0.2	8	-1	2	1	.	-5	-6
COc1ccc(Cl)cc1NC(=O)Cn1c(C)csc1=O	-1	-1.5	0.4	8	3	.	.	1.6	-7	2
CN(CC(=O)Nc1ccccc1Cl)C(=O)COC(=O)c1nc(Cl)c(Cl)c(Cl)c1Cl	-8	1.7	.	1	0	4	10	0.9	-5	-8
NC(c1ccccc1)c1csc(Nc2ccc(C(=O)NCCCO)cn2)n1 (configuration not stated)	.	.	i	16	0	.	.	-1.4	.	.
O=C(CSc1ncnc2c1cnn2-c1ccccc1Cl)N1CCN(C(=O)c2ccco2)CC1	-7	-0.3	3.7	-10	-1	2	28	-2.1	4	-11
CCOc1ccccc1N(C(=O)c1snc(C(N)=O)c1N)C(CC)C(=O)NC1CCCC1 (configuration not stated)	2	-4.8	-0.5	17	-2	2	-11	-2.4	-7	5
CC1CCCCC12NC(=O)N(CC(=O)Nc1nccs1)C2=O (configuration not stated)	-4	.	i	0	2	.	.	0.1	8	5
Clc1ccc(-c2ccc(CNCC3CCCO3)o2)cc1 (configuration not stated)	-2	-0.7	-0.1	-1	6	0	8	0.1	5	5
N#Cc1cnn(Cc2ccccc2)c1N	1	0.7	-3.6	4	0	3	22	1.0	-10	8
CCN1CCN(Cc2cc(=O)oc3cc(C)cc(C)c23)CC1	-3	0.2	-0.7	4	-2	-1	18	2.3	-28	5
COc1cccc(/C=C2\Sc3ccc(C(=O)NCC4CCCO4)cc3N(C)C2=O)c1 (configuration not stated)	-12	5.3	-2.6	-3	1	1	-4	0.7	-9	7
CSc1ccccc1C(=O)NCCc1ccc(S(=O)(=O)N2CCCCC2)cc1	10	-0.7	-4.2	0	1	2	10	-0.1	-10	-3
SMILES	Rv3671c protease	Mtb UGM inh	BH1578 lux ind	GDH-TPI counter	Mtb FBA inh	3CLpro inhibitor	VHR inh abs	BioA inh	PriA SSB inh	MazF activator
C/C=C/C1=CC(=O)C[C@H](c2ccc(F)cc2)C1	-4	-2.7	0.8	-4	-1	.	.	0.8	3	0
CN1CCc2nc(NC(=O)COc3ccc(C#N)cc3)sc2C1	0	0.9	-0.3	12	6	1	18	.	-20	2
Cc1ccc(NC(=O)COC(=O)CNC(=O)c2ccco2)cc1	11	2.4	-0.1	1	-3	-1	6	1.7	-11	5
Nc1cc(Cl)cc(Cl)c1	3	1.6	-0.4	-5	0	.	.	0.4	0	2
NCCCCCc1nnc(SCc2ccccc2Cl)o1	-2	1.9	-0.4	8	0	3	21	.	-8	7
CCC(=O)NNc1nc2c(F)cc(F)cc2s1	5	4.8	-1.2	5	-1	-10	2	-1.9	-4	10
N#CCCN(C(=O)COC(=O)CCc1c[nH]c2ccccc12)c1ccc(F)cc1	3	.	-3.7	-1	-1	.	.	1.5	-2	2
CCOC(=O)c1c(C)[nH]c(C)c1C(=O)COC(=O)/C=C/c1ccc(OC)cc1	.	.	i	8	-1	.	.	1.8	6	-1
NCCCSC1=NCCCN1	-3	-3.1	-0.3	-9	5	0	40	-0.5	-11	-8
Clc1ccccc1OCc1nnc2n1CCCCC2	-13	3.1	-0.4	2	0	-4	17	-0.4	-4	-2
CN(Cc1ccccc1)C(=O)c1nc[nH]c1C(=O)N(C)Cc1ccccc1	-4	4.5	i	9	-1	.	.	-0.8	-1	9
CCCCN(C(=O)C(C)Oc1ccc(Cl)cc1)c1c(N)n(CCCC)c(=O)[nH]c1=O (configuration not stated)	-1	-0.7	4.2	-9	0	.	.	1.7	-2	-4
Cc1nn(CC(=O)NCC(C)c2ccccc2)c(=O)c2cccn12 (configuration not stated)	-1	-1.2	i	7	5	1	13	-0.5	0	5
Cc1ccccc1OCC(O)Cn1c2ccccc2c2ccccc21 (configuration not stated)	-15	1.1	i	-1	-3	8	7	-2.0	-34	-6
COC(=O)c1ccc(Cl)cc1N(Cc1c(F)cccc1Cl)S(C)(=O)=O	3	2.6	0.2	0	2	-1	-15	0.2	-17	-16
Cc1ccc2nc(C(F)C(F)(F)F)[nH]c2c1 (configuration not stated)	6	2.4	i	-1	0	4	18	.	-8	-14
CCN(C(=O)CSc1nc2ccccc2n1CC)C1CCS(=O)(=O)C1 (configuration not stated)	-1	-2.1	-0.2	4	-4	0	0	-1.1	-3	0
O=C(Nc1ccccc1)Oc1ccc[nH]c1=O	-2	-2.0	i	-3	2	0	-4	-1.1	-14	-1
C=CCn1c(N)c(C(=O)Nc2ccc(C)cc2)sc1=S	-3	-0.9	i	16	-6	5	7	-0.7	-1	14
C#CCOCCOCCOCCNc1nc(N2CCN(C(=O)[C@H](CCC(=O)O)n3cc(C(N)CC(C)C)nn3)CC2)nc(N2CCN(C(=O)[C@H](Cc3cc4ccccc4[nH]3)n3cc(C(N)[C@H](C)CC)nn3)CC2)n1 (some centres not stated)	-4	1.1	i	.	.	3	21	2.5	7	3
